KCNQ2 block – KCNQ2 potassium channel inhibitors, primary screen, cell-based, CHO-K1, FluxOR thallium flux, B-score (AID 2156); Potassium voltage-gated channel subfamily KQT member 2 (Rattus norvegicus), O88943; 20 min; hits give low values; B-score at 10 µM; 1.1% of 310,000 active;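 active = fluorescence ratio B-score at most minus 3 library SDs, with starting brightness B-score within 2 library SDs, cut at about -5.5 in these data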
STK33 inh – inhibitors of purified STK33 kinase, primary screen, biochemical, ADP-Glo luminescence, homogeneous, cell-free; MBP phosphorylation; 0.073% of 320,000 active; inhibition, % at 10 µM;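 active = inhibition at or above 25%, using the most active replicate where run in duplicate; inactive = inhibition below 25%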
Target sequence (Q9BYT3 whole entry, looked up): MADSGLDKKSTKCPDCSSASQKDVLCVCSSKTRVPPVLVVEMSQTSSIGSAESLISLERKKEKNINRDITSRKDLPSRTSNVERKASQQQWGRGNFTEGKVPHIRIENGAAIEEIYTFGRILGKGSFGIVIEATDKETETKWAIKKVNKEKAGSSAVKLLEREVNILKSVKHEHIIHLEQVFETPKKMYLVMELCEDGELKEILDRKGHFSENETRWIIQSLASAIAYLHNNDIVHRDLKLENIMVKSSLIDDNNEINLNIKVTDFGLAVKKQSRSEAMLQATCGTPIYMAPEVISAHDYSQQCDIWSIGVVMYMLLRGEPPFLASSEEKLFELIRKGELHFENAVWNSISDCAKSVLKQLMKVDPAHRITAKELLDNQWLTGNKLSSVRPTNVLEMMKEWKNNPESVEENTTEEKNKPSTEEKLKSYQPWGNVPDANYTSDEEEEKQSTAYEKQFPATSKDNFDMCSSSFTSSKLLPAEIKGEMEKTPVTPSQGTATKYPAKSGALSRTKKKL
Kir21 block – inhibitors of mouse Kir2.1 inward-rectifier potassium channel; Inward rectifier potassium channel 2 (Mus musculus), P35561; HEK293-Kir2.1, FluxOR thallium flux fluorescence; hits give low values; B-score at 10 µM; 0.85% of 310,000 active;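 active = fluorescence ratio B-score at or below minus 3 SD of library scores, with starting-brightness B-score within 2 SD, cut at about -4.2 in these data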;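 note: channel flux triggered by added potassium and thallium sulfate stimulus; B-score of peak minus minimum fluorescence over baseline after thallium stimulus; more negative B-score means stronger Kir2.1 block with less thallium influx; some compounds called inactive have numbers as strong as hits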
Target sequence (P35561 whole entry, looked up): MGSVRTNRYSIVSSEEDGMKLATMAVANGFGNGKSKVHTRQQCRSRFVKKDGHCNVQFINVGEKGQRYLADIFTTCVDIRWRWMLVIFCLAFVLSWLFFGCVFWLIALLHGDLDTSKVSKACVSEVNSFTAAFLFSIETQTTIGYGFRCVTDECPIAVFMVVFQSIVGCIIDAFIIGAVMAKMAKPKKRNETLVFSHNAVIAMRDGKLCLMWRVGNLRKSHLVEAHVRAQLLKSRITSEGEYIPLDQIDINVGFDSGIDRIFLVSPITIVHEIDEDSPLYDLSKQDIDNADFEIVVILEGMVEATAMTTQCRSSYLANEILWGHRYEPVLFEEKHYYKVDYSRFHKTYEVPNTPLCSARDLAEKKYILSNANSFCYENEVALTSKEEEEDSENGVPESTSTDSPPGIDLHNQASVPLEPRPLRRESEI
An asterisk follows results filed as active; i = inactive; · = no result given.

SMILES | KCNQ2 block | STK33 inh | Kir21 block
c1n[nH]c(SCCCCSc2ncn[nH]2)n1 | i | 0.6 | -1.75
O=c1cc(-c2ccc3c(c2)OCCO3)oc2ccc(Cl)cc12 | i | -0.5 | 0.98
NC(N)=NCCC[C@H](NC(=O)OCc1ccccc1)C(=O)O | i | 7.0 | 0
CC(C)CC(C(=O)O)C(C)CC(=O)Nc1ccn(-c2ccccc2)n1 (stereo not given) | i | 0.4 | 2.14
COc1cccc(NC(=O)CN2C(=O)NC(C)(CCC(C)C)C2=O)c1 (stereo not given) | i | 0.2 | -0.1
CCOC(=O)C1=C(O)CSC1=Nc1ccc(Cl)cc1 | i | 0.4 | 0.63
O=C(CSc1nnc(CNC(=O)c2cccs2)o1)NCc1ccc(F)cc1 | i | 1.2 | -0.5
COC1=C(Nc2ccc(O)cc2)C(=O)c2ccccc2C1=O | i | 4.4 | 0.99
CCc1nn(C)c(-c2n[nH]c(=S)n2N)c1Cl | i | 1.4 | -0.13
O=C(Nc1ccc(NC(=O)c2cc3ccccc3o2)cc1)c1ccc2c(c1)OCCO2 | i | -1.8 | -0.06
COc1cccc(C(=O)NCCS(=O)(=O)NCc2ccco2)c1 | i | -0.9 | -0.16
COc1ccccc1CN1CC(C(=O)NC2CCOCC2)CCC1=O (stereo not given) | i | -1.3 | 1.8
Cc1ccc(OCC(=O)N(Cc2ccccc2)C(C)(C)C)c([N+](=O)[O-])n1 | i | 0.0 | -0.05
CCOC(=O)C1CCCN(C(=O)CN2C(=O)COc3ccc(C(C)(C)C)cc32)C1 (stereo not given) | i | -0.6 | -0.69
CCN(CC)CCNc1ncnc2c1sc1nc(N3CCCC3)c3c(c12)CC(C)(C)OC3 | i | 0.3 | -0.7
CC(C)(C)N(Cc1cc2ccccc2[nH]c1=O)C(=O)c1cccnc1 | i | -2.0 | -0.84
CC1Oc2ccccc2C=C1/C=N/NC(=O)c1ccccc1 (stereo not given) | i | -1.0 | 1.12
CCOC(=O)c1c(C)n(C)c2ccc(OCC(O)CN3C(=O)c4ccccc4S3(=O)=O)cc12 (stereo not given) | i | -1.1 | 0.01
Cc1ccccc1C1CC(c2ccc(F)cc2)Nc2nc(N)nn21 (stereo not given) | i | -1.5 | -0.01
COc1cc(/C=C(\C#N)C(N)=O)ccc1OS(=O)(=O)c1ccc(C)cc1 | i | · | -3.86
CCN(C(=O)COC(=O)c1ccccc1NC(=O)c1ccco1)C1CCS(=O)(=O)C1 (stereo not given) | i | 3.5 | 0.22
CCN1CCN(CCC(=O)Nc2ccc3c(c2)OCO3)CC1 | i | 0.7 | -0.76
Cc1cc(Cn2nc(-c3ccccc3)cc2C(=O)NCc2cccc(Br)c2)on1 | i | -0.6 | -0.2
CCCCOc1ccc(/C(N)=N/O)cc1 | i | -1.1 | 1.17
COc1ccc(/C=N/N2CCOCC2)cc1O | i | -1.6 | 0.57
CCCc1cc(=O)oc2cc(OCC(=O)NCCc3c[nH]c4ccccc34)ccc12 | i | -1.6 | -0.28
Cc1cccc(C(OC(=O)c2ccco2)C(=O)NCc2ccccc2)n1 (stereo not given) | i | -0.9 | 1.17
N#Cc1ccccc1OCC(=O)N1CCc2ccccc2C1 | i | 1.3 | -0.44
CCN(CC(=O)NCc1cccs1)C(=O)c1ccccc1Cl | i | -2.5 | -0.02
CC(=O)Nc1ccc(/C=N/OCC(=O)Nc2ccc(C)cc2)cc1 | i | -0.4 | 1.39
Cc1ccccc1C(=O)Oc1ccc(Sc2ccc(O)cc2)cc1 | i | · | 0.27
Cc1cc(O)c(C2(O)C(=O)Nc3cc(Br)ccc32)cc1C (stereo not given) | i | -0.3 | -1.62
O=C(C1CCCN(CCCc2ccccc2)C1)N1CCCCC1 (stereo not given) | i | -1.2 | 0.73
COC(=O)c1cc(-c2ccc(OC)c(OC)c2)c2c(=O)[nH]c(=O)n(C)c2n1 | i | -0.6 | -0.6
Cc1ccc(C(=O)Nc2cccc(NC(=O)c3cccnc3)c2)cc1 | i | -0.7 | -0.06
C/C(=N/NC(=O)CSc1nc2ccccc2n1C)c1ccc(O)cc1 | i | -0.4 | 0.4
Cc1ccc(CN2C(=O)CCC2C(=O)NC(C)C)cc1 (stereo not given) | i | -2.9 | 2.62
CCOC(=O)CN(C(=O)CNC(=O)c1ccco1)C(C(=O)NC1CCCC1)c1ccccc1OCC (stereo not given) | i | 0.2 | -0.79
COc1ccccc1NC(=S)NC(=O)Cc1ccc(Cl)cc1 | i | -1.0 | -0.47
COc1ccc(/C=N/NC(=O)c2cccc(NC(C)=O)c2)c(OC)c1 | i | -0.4 | 0.46
Cc1cc(C(=O)CSc2nc3ccc(Cl)cc3[nH]2)c(C)n1Cc1ccco1 | i | -1.2 | 0.27
Cc1ccc(NC(=O)NCCCN2CCCC2=O)cc1C | i | -0.8 | -0.92
CCOC(=O)Cc1csc(NS(=O)(=O)c2cccc([N+](=O)[O-])c2)n1 | i | -0.4 | 0.03
COc1cccc(NC(=O)CNC(=O)Cn2cnc3sc4c(c3c2=O)CCCC4)c1 | i | -0.8 | 1.39
Cc1ccccc1N/N=C/c1ccc(C#N)cc1 | i | -2.3 | 2.85

Next part; the last 2 above are carried over.
SMILES | KCNQ2 block | STK33 inh | Kir21 block
COc1cccc(NC(=O)CNC(=O)Cn2cnc3sc4c(c3c2=O)CCCC4)c1 | i | -0.8 | 1.39
Cc1ccccc1N/N=C/c1ccc(C#N)cc1 | i | -2.3 | 2.85
CCn1c(Cc2cccs2)nnc1SCC(=O)NC1CC1 | i | -0.6 | -0.46
Cc1ccc(OC(=O)N2CCOCC2)cc1 | i | 4.3 | 0.75
COc1ccc(NC(=O)C2CCCN2S(=O)(=O)c2cccc3cccnc23)cc1OC (stereo not given) | i | 1.0 | 3.02
O=C(COC(=O)C1CCC(=O)N1)Nc1ccc(Cl)cc1Cl (stereo not given) | i | -0.3 | 0.71
C=CCNC(=S)Nc1ccc2nc(C)oc2c1 | i | -0.7 | 1.64
Cc1ccc(NC(=O)c2ccccn2)c(Br)c1 | i | 0.9 | -0.34
CCOc1ccccc1C1CC(c2ccc(Br)cc2)Nc2nc(N)nn21 (stereo not given) | i | 9.0 | 0.39
CCn1cc(C(=O)Nc2ccccc2C(=O)OC)cn1 | i | 2.3 | -0.1
Cc1ccc(-c2cc(C(=O)N(C)Cc3cnn(C)c3C)c3cc(Br)ccc3n2)cc1 | i | -2.8 | 0.44
O=C(Nc1ccc2c(c1)CCC2)c1ccccc1Br | i | · | -1.43
Cc1cccc(C(=O)Nc2cccc(OCC(=O)O)c2)c1 | i | 1.3 | -1.8
Cn1c(N)c(C(=O)COC(=O)c2ccc(Cl)nc2)c(=O)n(C)c1=O | i | -0.7 | -0.96
CC(C)(C)C(=O)/C=c1\[nH]c(=O)/c(=C\c2ccc(F)cc2)s1 | i | 0.8 | 0.02
CN(C)CCN1C(=O)NC(C)(c2ccc([N+](=O)[O-])cc2)C1=O (stereo not given) | i | 10.4 | 0
CCOC(=O)N1CCC(n2c(SCC(=O)Nc3nccs3)nc3ccsc3c2=O)CC1 | i | 0.3 | -0.01
O=C(NCc1ccc(F)cc1)C1CCN(S(=O)(=O)N2CCCCC2)CC1 | i | 0.2 | -1.17
CCOC(=O)c1cnc(-n2nc(C)cc2C)nc1Oc1ccc(C#N)cc1 | i | -1.8 | -2.34
COc1ccc(C(C)=O)cc1CSc1nc2ccccc2c(=O)n1-c1ccccc1C | i | -3.3 | -0.79
COc1ccc(OC)c(C2=NOC(C(=O)NCc3cccnc3)C2)c1 (stereo not given) | i | -0.5 | -1.11
O=C(CCn1cnc2ccccc2c1=O)Nc1cccc(Cl)c1 | i | -2.6 | 0.16
O=C(Cc1ccccc1F)Nc1ccc(SC(F)F)cc1 | i | -0.9 | -1.36
CCOC(=O)c1c(NC(=O)CSc2nnc(-c3c[nH]c4ccccc34)n2CCOC)sc2c1CCCCC2 | i | 0.7 | 0.12
COc1cccc(N2C(=O)CC(Nc3ccc(N4CCOCC4)cc3)C2=O)c1 (stereo not given) | i | -1.5 | 1.1
Cc1ccc2c(c1)sc1nc(=O)n(-c3ccc(Cl)cc3)c(=O)n12 | i | 0.2 | 0.42
CCC(C(=O)NCCCN1CC(C)CC(C)C1)n1ncn2c(cc3occc32)c1=O (stereo not given) | i | 0.7 | -2.15
COc1cc2[nH]c(=O)n(CCC(=O)N3CCN(Cc4ccccc4)CC3)c(=O)c2cc1OC | i | 1.4 | 2.45
CCCc1ccc(C(=O)NNc2ccccc2F)cc1 | i | -0.4 | 0.9
COc1ccccc1/C=C/C(=O)NCCC1=CCCCC1 | i | -0.9 | 0.04
O=C(O)CCCNS(=O)(=O)c1ccc2c(c1)OCCCO2 | i | -1.5 | -0.71
COc1cccc(/C=N/NC(=O)c2c(-c3ccccc3)noc2C)c1OC | -7.32* | -1.2 | 1.23
CCOC(=O)C(C)Oc1cccc2c(=O)n(CC(=O)Nc3cccc(OC)c3)ccc12 (stereo not given) | i | -1.6 | 0.1
CC1Cn2c(nc(=O)c3c2NCN(CCc2ccccc2)C3)S1 (stereo not given) | i | -2.8 | -0.3
CCn1c2ccccc2c2cc(CC(N)=O)ccc21 | i | 0.8 | 0.05
Cn1cccc1Cc1nnc(SCC(=O)Nc2ccc(F)cc2F)n1-c1ccc(F)cc1 | i | 1.8 | -0.76
CCc1ccc(NC(=O)c2cnc3n(c2=O)CCS3)cc1 | i | -0.6 | 0.47
c1ccc(Nc2nc3ccccc3[nH]2)nc1 | i | 4.8 | -1.64
Cc1cccc(C(=O)N[C@H](C(=O)Nc2nc(C)cs2)C(C)C)c1 | i | -0.8 | 2.61
COC(=O)C(Cc1ccccc1)NC(=O)CCc1c[nH]c2ccccc12 (stereo not given) | i | -0.6 | -0.39
NS(=O)(=O)c1ccc(N/C=C\C(=O)c2cccc3ccccc23)cc1 | i | 0.8 | -0.04
O=[N+]([O-])c1ccc(COc2ccccc2/C=N/O)cc1 | i | -1.0 | 0.71
Clc1ccc(CN2CCCCCC2)cc1Cl | i | 0.3 | -1.27
CCN(CC)c1ccc(NC(=S)NC(=O)c2ccco2)cc1 | i | 0.2 | -0.23
Cc1ccc(CC(=O)N2CCN(c3ccccc3F)CC2)cc1 | i | -0.7 | 0.16
CC(=O)C1=C(C)NC(=O)NC1c1cccc([N+](=O)[O-])c1O (stereo not given) | i | 0.2 | -0.96
Cc1ccccc1C(=O)Nc1nnc(-c2cccnc2)o1 | i | -1.1 | -0.12

An excerpt taken from the entries so far:
SMILES | KCNQ2 block | STK33 inh | Kir21 block
CCc1ccc(NC(=O)c2cnc3n(c2=O)CCS3)cc1 | i | -0.6 | 0.47
c1ccc(Nc2nc3ccccc3[nH]2)nc1 | i | 4.8 | -1.64
Cc1cccc(C(=O)N[C@H](C(=O)Nc2nc(C)cs2)C(C)C)c1 | i | -0.8 | 2.61
COC(=O)C(Cc1ccccc1)NC(=O)CCc1c[nH]c2ccccc12 (stereo not given) | i | -0.6 | -0.39
NS(=O)(=O)c1ccc(N/C=C\C(=O)c2cccc3ccccc23)cc1 | i | 0.8 | -0.04
O=[N+]([O-])c1ccc(COc2ccccc2/C=N/O)cc1 | i | -1.0 | 0.71

Carrying on.
SMILES | KCNQ2 block | STK33 inh | Kir21 block
CN(C)c1ccc(/C=N/NC(=O)C(=O)/C=C2\NC3(CCCC3)Cc3ccccc32)cc1 | i | -1.0 | -0.56
CCc1ccc(C(=O)NCc2cnn(C)c2)s1 | i | · | 1.52
Cc1ccc(S(=O)(=O)N2CCOCC2)cc1C(=O)N1CCOCC1 | i | -0.5 | -0.02
C/C(=N\NC(=O)c1cccnc1)c1nnn(-c2nonc2N)c1C | i | 0.0 | 0.83
O=C(NCc1ccccc1)NC1(C(=O)N2CCN3CCCC3C2)CCCCC1 (stereo not given) | i | 0.1 | 1.05
Cc1ccc(C(=O)Nc2ccc(S(=O)(=O)Nc3ncccn3)cc2)cc1[N+](=O)[O-] | i | -0.9 | 0
Cc1ccccc1N=CC1=C(O)c2ccccc2C1=O | i | 1.7 | -0.04
O=C(NCc1ccc2c(c1)OCO2)c1cc(-c2ccccn2)nc2ccccc12 | i | -0.3 | -0.54
CCOC(=O)c1sc2nc3c(SCC(=O)O)cc(C(=O)c4cc(F)ccc4O)cn3c(=O)c2c1C | i | 1.4 | 1.46
CCc1ccc(-c2cc(C)no2)cc1S(=O)(=O)N1CC(=O)Nc2ccccc21 | i | 1.4 | 0.46
O=C(COc1ccccc1Cl)Nc1cccc(S(=O)(=O)NC2=NCCCCC2)c1 | i | -0.5 | -2.26
COc1ccc(C(=O)COC(=O)c2nn(C)c(=O)c3ccccc23)c(OC)c1 | i | -0.1 | 0.33
COc1cccc(-c2cc(C(=O)NCc3ccc(Cl)cc3)no2)c1 | i | -2.1 | -0.18
NC(=S)N/N=C/c1ccc(-c2cc(Cl)c(Cl)cc2Cl)o1 | i | -0.4 | -0.24

Reformatted: results already given
O=C(NCc1ccccc1)NC1(C(=O)N2CCN3CCCC3C2)CCCCC1 (stereo not given)
  KCNQ2 block = i	STK33 inh = 0.1	Kir21 block = 1.05

Cc1ccc(C(=O)Nc2ccc(S(=O)(=O)Nc3ncccn3)cc2)cc1[N+](=O)[O-]
  KCNQ2 block = i	STK33 inh = -0.9	Kir21 block = 0

An unsorted share of the library; any-hit rate near 1.9%.
